Assay outcomes (PubChem BioAssay)
Redox H2O2 prof: compounds producing H2O2 with reducing agent – biochemical, NIH compound library profiling, artefact control for MLSCN library redox annotation, primary screen; DTT-dependent redox cycling H2O2, phenol red/HRP absorbance; 100% = 100 µM peroxide control, 0% = buffer; activation, % at 10 µM; 0.03% of 200,000 active; AID 878;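 active = activation of at least 50% relative to the plate's high and low controls in the primary single-dose screen; inactive = activation below 50%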;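 also: compound incubated with DTT at 0.8 mM final as the reducing agent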
NF-kB expr up: NF-kB expression increase, human neuronal cells; NF-kB reporter expression; hits give high values; fold change at 12.5 µM; 1.6% of 190,000 active; AID 1239; in the data active = fold change above about 3.3
STAT3 activator: STAT3 signaling activation | AID 871 | 0.91% of 190,000 active | U3A cells, IL-6 STAT3-luciferase reporter, luminescence; 100% = signal with IL-6 EC80 alone | activation (% of control), % at 5.6 µM;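 active = activation above the screen-wide mean of compound activation plus 3 SD, cut at about 130% in these data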;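 also: 0% = background luminescence of wells with medium and substrate only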
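system = STAT3-luciferase reporter U3A cells | reagent = IL-6 stimulus at 33 ng/mL final | timing = 1 h compound pre-exposure, 6 h IL-6 stimulation, 37 °C | measured by = luminescence | evaluation = % activation versus median of IL-6-stimulated wells | control set = IL-6-only wells as 100% reference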
STAT1 blocker: reduces IFN-gamma driven STAT1 reporter signal; NIH 3T3 STAT1-luciferase reporter, luminescence; inhibition, % at 5.5 µM; 0.35% of 200,000 active;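 active = inhibition above a set limit, the mean inhibition across all tested compounds plus 3 SD, cut at about 34% in these data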;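 also: 0% = IFN-gamma with DMSO and 100% = IFN-gamma with 300 µM nifuroxazide; values of inactives mirror those of a sister screen read the other way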
STAT1 activator: activators of IFN-gamma induced STAT1 signaling. NIH 3T3 STAT1-luciferase reporter, luminescence; 100% = IFN-gamma alone, no compound. activation (% of control), % at 5.5 µM. 2.6% of 200,000 active;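 active = activation above the screen-wide mean activation plus 3 SD, cut at about 130% in these data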;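 also: raw ratio to IFN-gamma control signal so 100% means no change and 0% no light; values of inactives mirror those of a sister screen read the other way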
HMGR II inh: blocks class II HMG-CoA reductase of Enterococcus faecalis; inhibition, % at 10 µM; 0.41% of 190,000 active; purified E. faecalis HMGR, NADPH absorbance 340 nm kinetic; AID 1066;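 active = inhibition above a set limit, the median over all tested compounds plus 3 SD, cut at about 9.5% in these data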;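 also: enzyme runs in reverse so mevalonate oxidation gives rising NADPH absorbance; 0% = complete reaction with DMSO and 100% = background rate lacking mevalonate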
Hsp70 act: switches on Hsp70 transcription; HeLa Hsp70 promoter luciferase reporter, luminescence; scaled: vehicle 0, proteasome-inhibitor control 100%; activation, % at 10 µM; 0.04% of 200,000 active;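 active = activation above the mean across all tested compounds plus 3 SD, cutoff set per campaign, cut at about 5.5% in these data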;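 also: 100% = MG132 at 30 µM as the positive control and 0% = DMSO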
STAT3 inh: STAT3 signaling inhibition; U3A cells, IL-6 STAT3-luciferase reporter, luminescence; host cell line lacks STAT1; inhibition, % at 5.5 µM; 0.89% of 190,000 active; AID 862;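 active = inhibition above the mean inhibition across all screened compounds plus 3 SD, cut at about 44% in these data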;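 also: 0% = DMSO only wells and 100% = 100 µM nifuroxazide control wells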
TLR4-MyD88 BLA: inhibitors of human TLR4-MyD88 binding. inhibition, % at 8.4 µM. O00206+Q99836. HeLa CL3-4 TLR4/MyD88 BLA complementation, FRET ratio. 0.18% of 200,000 active; in the data active = inhibition above about 25%;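 also: 0% = vehicle and 100% = reference inhibitor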
Target sequence (O00206 whole entry, looked up): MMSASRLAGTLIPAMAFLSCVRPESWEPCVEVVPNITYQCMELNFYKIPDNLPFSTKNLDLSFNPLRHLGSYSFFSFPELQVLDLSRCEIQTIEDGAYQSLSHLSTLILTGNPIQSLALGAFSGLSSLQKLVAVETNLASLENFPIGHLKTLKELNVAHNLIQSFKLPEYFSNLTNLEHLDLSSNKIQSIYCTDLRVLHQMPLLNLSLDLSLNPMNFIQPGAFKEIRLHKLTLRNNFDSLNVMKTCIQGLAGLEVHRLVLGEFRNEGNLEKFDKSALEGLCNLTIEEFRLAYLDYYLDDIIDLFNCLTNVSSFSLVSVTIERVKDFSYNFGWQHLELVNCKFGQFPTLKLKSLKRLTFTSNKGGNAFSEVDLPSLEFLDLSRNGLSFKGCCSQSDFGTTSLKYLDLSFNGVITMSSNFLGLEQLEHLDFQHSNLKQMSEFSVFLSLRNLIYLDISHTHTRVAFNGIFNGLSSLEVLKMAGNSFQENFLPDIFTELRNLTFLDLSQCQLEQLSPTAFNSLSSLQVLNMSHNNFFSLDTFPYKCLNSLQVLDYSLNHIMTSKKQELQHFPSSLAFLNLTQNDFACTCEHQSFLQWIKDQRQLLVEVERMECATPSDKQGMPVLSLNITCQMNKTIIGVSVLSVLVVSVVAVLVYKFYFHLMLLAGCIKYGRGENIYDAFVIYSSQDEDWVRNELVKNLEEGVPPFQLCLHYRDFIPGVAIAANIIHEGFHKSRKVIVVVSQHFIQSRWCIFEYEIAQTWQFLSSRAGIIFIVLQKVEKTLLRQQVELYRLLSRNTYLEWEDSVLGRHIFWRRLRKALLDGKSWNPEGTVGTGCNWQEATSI
Target sequence (Q99836 whole entry, looked up): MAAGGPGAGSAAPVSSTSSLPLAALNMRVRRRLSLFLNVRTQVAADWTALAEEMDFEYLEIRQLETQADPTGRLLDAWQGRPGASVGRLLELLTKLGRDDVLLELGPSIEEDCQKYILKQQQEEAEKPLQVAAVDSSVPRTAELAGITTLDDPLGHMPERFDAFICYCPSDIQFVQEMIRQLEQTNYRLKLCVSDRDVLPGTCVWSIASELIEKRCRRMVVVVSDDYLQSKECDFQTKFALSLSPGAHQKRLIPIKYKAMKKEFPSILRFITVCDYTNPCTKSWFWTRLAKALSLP
APP 5'UTR act: activates APP 5'UTR luciferase reporter | SH-SY5Y APP 5'UTR luciferase reporter, luminescence; zero percent = DMSO vehicle wells | activation, % at 2 µM | 1% of 190,000 active;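 active = activation above a set limit, based on mean plus 3 SD of controls, cut at about 140% in these data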; also: values of inactives mirror those of a sister screen read the other way
* marks the source's active call; other numbers are inactive results. This is a random part of the collection; about 5.6% have a hit in one of these screens.

Results for CCOC(=O)c1cc(NC(=O)Nc2cc(C)ccn2)c(C)nc1C ?
Redox H2O2 prof: -0.1; NF-kB expr up: 0.56; STAT3 activator: 80; STAT1 blocker: -14; STAT1 activator: 113; HMGR II inh: -12; Hsp70 act: -0.2; STAT3 inh: 27; TLR4-MyD88 BLA: -17; APP 5'UTR act: 7

How did Cc1cccc(C)c1OCC(=O)Nc1ncn[nH]1 do in these assays?
Redox H2O2 prof: -0.7; NF-kB expr up: 1.1; STAT3 activator: 103; STAT1 blocker: 0; STAT1 activator: 100; HMGR II inh: -2; Hsp70 act: 0.1; STAT3 inh: 2; TLR4-MyD88 BLA: -3; APP 5'UTR act: 0

Results for Cc1ccc(NC(=O)CSc2nc(-c3ccco3)cc(C(F)(F)F)n2)cc1C ?
Redox H2O2 prof: 0.2; NF-kB expr up: 0.9; STAT3 activator: 97; STAT1 blocker: 5; STAT1 activator: 96; HMGR II inh: -1; Hsp70 act: -0.3; STAT3 inh: 5; TLR4-MyD88 BLA: 0; APP 5'UTR act: 14

How did c1ccc(Cc2ccc(OCCn3cncn3)cc2)cc1 do in these assays?
Redox H2O2 prof: 2.5; NF-kB expr up: 0.85; STAT3 activator: 93; STAT1 blocker: -5; STAT1 activator: 105; HMGR II inh: -7; Hsp70 act: -0.3; STAT3 inh: 13; TLR4-MyD88 BLA: 10; APP 5'UTR act: 1

What do the screens show for `Cc1nc(NC(=O)COC(=O)C(NC(=O)c2ccco2)C(C)C)c(Cl)cc1Cl` (configuration not stated)?
Redox H2O2 prof: 1.2; NF-kB expr up: 1.1; STAT3 activator: 107; STAT1 blocker: 3; STAT1 activator: 97; HMGR II inh: 0; Hsp70 act: -0.1; STAT3 inh: -4; TLR4-MyD88 BLA: 4; APP 5'UTR act: -8

What do the screens show for `COc1ccc(C2C3C(C)=NN=C3CC(C)(O)C2C(C)=O)cc1` (configuration not stated)?
Redox H2O2 prof: 0.1; NF-kB expr up: 1.1; STAT3 activator: 105; STAT1 blocker: -7; STAT1 activator: 106; HMGR II inh: -5; Hsp70 act: -0.5; STAT3 inh: -5; TLR4-MyD88 BLA: 12; APP 5'UTR act: 13

How did O=C(CN1C(=O)C2C3C=CC(C3)C2C1=O)Nc1nc2ccccc2[nH]1 (configuration not stated) do in these assays?
Redox H2O2 prof: 0.0; NF-kB expr up: 1; STAT3 activator: 99; STAT1 blocker: -6; STAT1 activator: 101; HMGR II inh: -3; Hsp70 act: -0.5; STAT3 inh: 2; TLR4-MyD88 BLA: -4; APP 5'UTR act: -8

Results for Cc1cc(C)cc(OC(=O)CCN2C(=O)C3C4C=CC(C5CC45)C3C2=O)c1 (configuration not stated) ?
Redox H2O2 prof: -0.5; NF-kB expr up: 0.92; STAT3 activator: 107; STAT1 blocker: 2; STAT1 activator: 97; HMGR II inh: -7; Hsp70 act: -0.2; STAT3 inh: -2; TLR4-MyD88 BLA: -2; APP 5'UTR act: -14

What do the screens show for `CC(=O)Cc1cc(O)c2ccccc2c1OC(=O)c1ccccc1`?
Redox H2O2 prof: -0.2; NF-kB expr up: 0.63; STAT3 activator: 110; STAT1 blocker: -1; STAT1 activator: 100; HMGR II inh: -2; Hsp70 act: 0.0; STAT3 inh: -4; TLR4-MyD88 BLA: 12; APP 5'UTR act: 7

What do the screens show for `O=c1c(C=NCc2ccccc2)c(NCc2ccccc2)nc2ccccn12`?
Redox H2O2 prof: -1.2; NF-kB expr up: 1.2; STAT3 activator: 83; STAT1 blocker: -3; STAT1 activator: 101; HMGR II inh: 0; Hsp70 act: -0.3; STAT3 inh: 23; TLR4-MyD88 BLA: -19; APP 5'UTR act: 55

What do the screens show for `CC(=O)/C(=C(/O)c1ccccc1)c1nc2ccccc2[nH]1`?
Redox H2O2 prof: 0.0; NF-kB expr up: 1.1; STAT3 activator: 98; STAT1 blocker: -13; STAT1 activator: 108; HMGR II inh: 7; Hsp70 act: 0.0; STAT3 inh: 6; TLR4-MyD88 BLA: -7; APP 5'UTR act: 39

What do the screens show for `O=C(O)CCC(=O)N1CCCC1`?
Redox H2O2 prof: -0.1; NF-kB expr up: 1.1; STAT3 activator: 104; STAT1 blocker: 0; STAT1 activator: 99; HMGR II inh: 0; Hsp70 act: -0.3; STAT3 inh: -4; TLR4-MyD88 BLA: -7; APP 5'UTR act: -1

What do the screens show for `COc1ccc(Cn2c(O)c(C=Nc3ccc(OC)cc3)c3ccccc3c2=O)cc1`?
Redox H2O2 prof: 0.5; NF-kB expr up: 1.1; STAT3 activator: 91; STAT1 blocker: 13; STAT1 activator: 88; HMGR II inh: -6; Hsp70 act: -0.2; STAT3 inh: 13; TLR4-MyD88 BLA: -4; APP 5'UTR act: 0

What do the screens show for `CCCCN(C(=O)c1ccc(NC(=O)C(C)C)cc1)c1ccccc1`?
Redox H2O2 prof: -0.3; NF-kB expr up: 1.3; STAT3 activator: 95; STAT1 blocker: -14; STAT1 activator: 110; HMGR II inh: -2; Hsp70 act: -0.2; STAT3 inh: 11; TLR4-MyD88 BLA: 2; APP 5'UTR act: -3

Results for CCC(C)c1ccccc1OCCCCN1CCCC1 (configuration not stated) ?
Redox H2O2 prof: -0.2; NF-kB expr up: 0.91; STAT3 activator: 92; STAT1 blocker: -6; STAT1 activator: 106; HMGR II inh: 3; Hsp70 act: -0.2; STAT3 inh: 7; TLR4-MyD88 BLA: -6; APP 5'UTR act: 1

What do the screens show for `COc1cc(OC)c(S(=O)(=O)N2CCN(C(=O)c3ccccc3F)CC2)cc1NC(C)=O`?
Redox H2O2 prof: -0.6; NF-kB expr up: 1.5; STAT3 activator: 103; STAT1 blocker: -13; STAT1 activator: 112; HMGR II inh: -1; Hsp70 act: -0.3; STAT3 inh: -1; TLR4-MyD88 BLA: -16; APP 5'UTR act: 12

Results for Cc1cccc2[nH]c(SCC(=O)N3CCOCC3)nc12 ?
Redox H2O2 prof: 3.9; NF-kB expr up: 1.8; STAT3 activator: 91; STAT1 blocker: -8; STAT1 activator: 107; HMGR II inh: 11*; Hsp70 act: -0.2; STAT3 inh: 16; TLR4-MyD88 BLA: 4; APP 5'UTR act: 33

How did COC(=O)c1nn(-c2ccc(Cl)cc2)c(=O)cc1Sc1ccccn1 do in these assays?
Redox H2O2 prof: 1.6; NF-kB expr up: 1; STAT3 activator: 92; STAT1 blocker: 6; STAT1 activator: 95; HMGR II inh: -7; Hsp70 act: -0.4; STAT3 inh: 15; TLR4-MyD88 BLA: 2

What do the screens show for `CC(C)OC(=O)Cn1c(=O)oc2ccccc21`?
Redox H2O2 prof: 0.0; NF-kB expr up: 1.2; STAT3 activator: 98; STAT1 blocker: -3; STAT1 activator: 104; HMGR II inh: -2; Hsp70 act: -0.3; STAT3 inh: 2; TLR4-MyD88 BLA: 1; APP 5'UTR act: 3

What do the screens show for `COc1ccc(-c2[nH]ncc2CN(C)Cc2cc(C)[nH]n2)c(F)c1`?
Redox H2O2 prof: -0.3; NF-kB expr up: 0.97; STAT3 activator: 108; STAT1 blocker: -3; STAT1 activator: 101; HMGR II inh: 2; Hsp70 act: -0.2; STAT3 inh: -7; TLR4-MyD88 BLA: 7; APP 5'UTR act: -1

How did COc1cc(/C=C2\CC/C(=C\c3cc(OC)c(OC)c(OC)c3)C2=O)cc(OC)c1OC do in these assays?
Redox H2O2 prof: 4.3; NF-kB expr up: 0.81; STAT3 activator: 111; STAT1 blocker: 0; STAT1 activator: 100; HMGR II inh: -2; Hsp70 act: -0.3; STAT3 inh: -13; TLR4-MyD88 BLA: -4; APP 5'UTR act: 43

Results for CCOCCCNC(=O)C(c1ccc(OC)cc1)N(Cc1ccc2c(c1)OCO2)C(=O)c1ccccc1O (configuration not stated) ?
Redox H2O2 prof: 0.2; NF-kB expr up: 0.85; STAT3 activator: 104; STAT1 blocker: 0; STAT1 activator: 99; HMGR II inh: 4; Hsp70 act: 0.4; STAT3 inh: 7; TLR4-MyD88 BLA: 2; APP 5'UTR act: 23

Results for C=CCN(CC=C)CCCOc1ccc(Br)cc1Cl ?
Redox H2O2 prof: -0.1; NF-kB expr up: 1.3; STAT3 activator: 100; STAT1 blocker: -4; STAT1 activator: 102; HMGR II inh: -3; Hsp70 act: -0.4; STAT3 inh: 4; TLR4-MyD88 BLA: 3; APP 5'UTR act: 1

What do the screens show for `COc1ccc(CN(CCCN2CCOCC2)S(=O)(=O)N(C)C)cc1OC`?
Redox H2O2 prof: -1.6; NF-kB expr up: 1.1; STAT3 activator: 105; STAT1 blocker: 5; STAT1 activator: 95; HMGR II inh: 0; Hsp70 act: -0.2; STAT3 inh: -1; TLR4-MyD88 BLA: 4; APP 5'UTR act: 7

Results for Cc1nn(Cc2ccc(Cl)c(Cl)c2)c(C)c1NC(=O)c1cc(CC(C)C)on1 ?
Redox H2O2 prof: 0.1; NF-kB expr up: 0.52; STAT3 activator: 103; STAT1 blocker: 21; STAT1 activator: 78; HMGR II inh: -7; Hsp70 act: -0.5; STAT3 inh: -4; TLR4-MyD88 BLA: 4; APP 5'UTR act: 3

Results for Cc1c(/C(O)=C2/C(=O)C(=O)N(CCN3CCOCC3)C2c2cccnc2)cnn1-c1ccccc1 (configuration not stated) ?
Redox H2O2 prof: 1.7; NF-kB expr up: 1.1; STAT3 activator: 95; STAT1 blocker: 0; STAT1 activator: 100; HMGR II inh: -5; Hsp70 act: 0.0; STAT3 inh: 9; TLR4-MyD88 BLA: -7; APP 5'UTR act: 8

How did Cc1c(NC(=O)CCCCCN2C(=O)C3C4C=CC(C4)C3C2=O)c(=O)n(-c2ccccc2)n1C (configuration not stated) do in these assays?
Redox H2O2 prof: -1.9; NF-kB expr up: 0.89; STAT3 activator: 95; STAT1 blocker: -2; STAT1 activator: 103; HMGR II inh: 2; Hsp70 act: -0.3; STAT3 inh: 6; TLR4-MyD88 BLA: -6; APP 5'UTR act: 3

How did Cc1ccc(F)cc1CNC(=O)c1cc(COc2ccc3ncccc3c2)on1 do in these assays?
Redox H2O2 prof: 0.8; NF-kB expr up: 0.89; STAT3 activator: 74; STAT1 blocker: 17; STAT1 activator: 83; HMGR II inh: 1; Hsp70 act: -0.3; STAT3 inh: 38; TLR4-MyD88 BLA: -4; APP 5'UTR act: 2

What do the screens show for `Cc1ccc(/C=C2/NC(=O)N(Cc3ccccc3)C2=O)s1`?
Redox H2O2 prof: -3.4; NF-kB expr up: 1.4; STAT3 activator: 103; STAT1 blocker: -17; STAT1 activator: 116; HMGR II inh: 2; Hsp70 act: -0.2; STAT3 inh: 3; TLR4-MyD88 BLA: -1; APP 5'UTR act: 8

What do the screens show for `CC1CCCN(c2nc3c(c(=O)n(C)c(=O)n3C)n2CCSc2nc3ccccc3o2)C1` (configuration not stated)?
Redox H2O2 prof: -0.7; NF-kB expr up: 1.2; STAT3 activator: 93; STAT1 blocker: 5; STAT1 activator: 96; HMGR II inh: 1; Hsp70 act: -0.2; STAT3 inh: 11; TLR4-MyD88 BLA: -14; APP 5'UTR act: -12
